High-throughput results: PubChem, Sanford-Burnham Center for Chemical Genomics
A3A deaminase: inhibitors of human APOBEC3A DNA deaminase | P31941 | recombinant A3A, FAM/TAMRA ssDNA deamination fluorescence | inhibition, % at 20 µM | actives 0.41% (n = 330,000);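 active = at least 40% inhibition at 20 µM here, with at most 30% in a related deaminase screen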;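 also: plate controls were A3A with DMSO for no effect and wells lacking A3A enzyme for full effect; some results filed as inactive read as strong as hits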
Target sequence (P31941 whole entry, looked up): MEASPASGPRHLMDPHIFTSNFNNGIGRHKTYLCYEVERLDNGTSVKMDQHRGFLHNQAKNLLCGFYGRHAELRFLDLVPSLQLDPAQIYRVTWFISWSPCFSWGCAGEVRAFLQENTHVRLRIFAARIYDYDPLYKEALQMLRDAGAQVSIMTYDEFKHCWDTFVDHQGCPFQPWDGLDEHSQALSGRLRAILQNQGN
mIAP act: increases mouse intestinal alkaline phosphatase activity | muIAP, CDP-Star luminescence, 30 min; active compounds read high; 1 = vehicle-only enzyme signal, 0 = enzyme-free wells | activation factor at 10 µM | actives 0.24% (n = 330,000) | AID 2805;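 active = activation factor of at least 2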; also: the source names both 10 and 20 µM as test concentration; values of inactives mirror those of a sister screen read the other way
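also added = chemiluminescent substrate CDP-Star | test system = mouse IAP enzyme | signal = chemiluminescence readout | compound = DMSO-dissolved test compounds | incubation = 30 min at room temperature | benchmarks = DMSO wells, no-enzyme wells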
MPTP block: blocks calcium-induced mitochondrial swelling; inhibition, % at 10 µM; AID 602449; actives 1.4% (n = 360,000); isolated mouse mitochondria, Ca2+ swelling absorbance, 30 min;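 active = inhibition of 50% or more, scaled per plate between neutral and stimulator controls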;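 also: 0% = DMSO wells given calcium and 100% = 1 mM EGTA wells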
hIAP block: human IAP inhibition | actives 0.12% (n = 330,000) | purified IAP, CDP-Star luminescence, 30 min | inhibition, % at 10 µM | P09923 | AID 2544;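 active = inhibition reaching a set limit with compound at 10 µM in the primary screen, cut at about 35% in these data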;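 also: plate controls were DMSO wells with enzyme for no effect and no-enzyme buffer wells for full effect; values of inactives mirror those of a sister screen read the other way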
APOBEC3G inh: APOBEC3G (human) deaminase inhibition; recombinant A3G, ssDNA deamination FAM/TAMRA fluorescence; actives 0.28% (n = 330,000); Q9HC16; inhibition, % at 20 µM;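 active = inhibition of at least 40% at 20 µM, with no more than 30% in the related APOBEC3A deaminase screen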;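 also: plate controls were DMSO wells with A3G for no effect and wells lacking A3G enzyme for full effect; some compounds called inactive have numbers as strong as hits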
Target sequence (Q9HC16 whole entry, looked up): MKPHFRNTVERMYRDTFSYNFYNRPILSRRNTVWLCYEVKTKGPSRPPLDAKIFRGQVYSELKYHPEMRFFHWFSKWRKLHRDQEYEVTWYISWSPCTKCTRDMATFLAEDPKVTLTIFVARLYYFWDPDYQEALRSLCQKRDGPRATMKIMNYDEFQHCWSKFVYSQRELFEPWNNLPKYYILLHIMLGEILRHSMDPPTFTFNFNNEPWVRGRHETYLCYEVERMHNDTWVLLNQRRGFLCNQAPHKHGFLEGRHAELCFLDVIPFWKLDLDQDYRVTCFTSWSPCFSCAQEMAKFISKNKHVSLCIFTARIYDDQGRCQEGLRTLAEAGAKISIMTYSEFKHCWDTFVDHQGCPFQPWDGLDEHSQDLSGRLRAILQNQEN
MIN6 prolif: MIN6 beta-cell proliferation induction. MIN6 cells proliferation, ATPlite luminescence, 48 h; cells starved in 0.2% serum; 100% = growth in 10% serum. proliferation, % at 10 µM. actives 0.29% (n = 330,000). AID 2380;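 active = compounds whose signal lies at least 3.5 SD above the mean of all wells on their plate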;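 also: 0% = DMSO-treated cells in low-serum medium and 100% = 10% serum control; some compounds called inactive have numbers as strong as hits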
mIAP inh: mouse IAP inhibition; purified mouse IAP, CDP-Star luminescence, 30 min; inhibition, % at 10 µM; actives 0.2% (n = 330,000);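 active = inhibition of at least 40% at 10 µM in the primary screen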;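 also: plate controls were DMSO with enzyme for no effect and no enzyme wells for full effect; values of inactives mirror those of a sister screen read the other way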
hIAP act: human IAP activation; P09923; purified human IAP, CDP-Star luminescence, 30 min; active compounds read high; 1 = vehicle-only enzyme, 0 = enzyme-free background; activation factor at 10 µM; actives 0.16% (n = 330,000);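 active = activation factor of the enzyme at least 2-fold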; also: the source names both 10 and 20 µM as test concentration; values of inactives mirror those of a sister screen read the other way
GRIN3A LBD mod: NR3A (human) ligand-binding domain modulation; AID 1259313; Tm shift relative to glycine control, % at 25 µM; actives 2.5% (n = 340,000); NR3A LBD differential scanning fluorimetry, Tm shift; 0% = protein alone, 100% = glycine-bound protein;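 active = melting temperature shift of at least 10% of the positive control shift, at one fixed dose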
Numbers without * were called inactive; . = not tested or not shown.

entry	mol	hIAP block	mIAP inh	GRIN3A LBD mod	MPTP block	A3A deaminase	hIAP act	MIN6 prolif	mIAP act	APOBEC3G inh
1	CCCCNC(=O)C1(O)c2cc(Br)ccc2NC(=O)N1c1cccc(OC)c1 (stereo unspecified)	6	-7	1	-0.3	-2	0.94	1	1.1	-3
2	COc1ccccc1CN(C)C(=O)COC(=O)c1ccc(Cl)nc1	-10	3	-2	0.1	-1	1.1	-1	0.97	-9
3	COc1ccc(C2=NS(=O)(=O)N(C)C(C(=O)NCc3ccco3)=C2)cc1OC	3	13	-3	-0.1	1	0.97	0	0.87	0
4	COc1ccc(C(=O)Nc2sc(C(=O)N(C)C)c(C)c2C#N)cc1[N+](=O)[O-]	-8	5	-13	6.5	-5	1.1	0	0.95	-4
5	CC(=O)c1cccc(NC(=O)C(CC(C)C)NC(=O)C2CCCCC2)c1 (stereo unspecified)	-2	4	-2	0.5	3	1	-6	0.96	1
6	Cc1cn2c(N)c(C=C3C=C(Cl)C(=O)C(Cl)=C3)c(=O)nc2s1	32	10	0	87*	3	0.68	-2	0.9	-2
7	Cc1[nH]c(SCC(=O)Nc2cc(S(C)(=O)=O)ccc2Cl)nc1Cc1ccccc1	-24	5	1	3.1	-3	1.2	-2	0.95	-11
8	O=C(Cn1nnc2ccccc2c1=O)NCc1ccco1	9	13	8	-0.5	0	0.91	-3	0.87	-4
9	CC1Cc2ccccc2N1C(=S)NC(=O)c1ccco1 (stereo unspecified)	19	4	1	-0.2	0	0.81	-2	0.96	-11
10	Fc1ccccc1-c1n[nH]c(=S)n1C1CC1	4	6	.	-0.4	-4	0.96	-1	0.94	33
11	COc1ccccc1C1/C(=C(/O)c2ccc(C)cc2)C(=O)C(=O)N1CCN1CCOCC1 (stereo unspecified)	7	-6	-11	2.1	2	0.93	-4	1.1	0
12	COC(=O)c1ccc(/C=N/Nc2nc(-c3ccc(C)cc3)cs2)cc1	4	9	3	9.1	1	0.95	0	0.91	45*
13	O=C1N=c2ccccc2=C1c1sc(NS(=O)(=O)c2ccccc2)nc1O	34	8	-6	0.2	4	0.66	-3	0.92	-2
14	O=c1cc([O-])[n+]2c3n1CCCN3CCC2	-10	-3	1	0.5	1	1.1	-3	1	-6
15	Clc1cc(Cl)c(OCCCCn2cncn2)c(Cl)c1	-8	-3	0	0.7	-4	1.1	0	1	-7
16	O=C1CC(c2ccc(F)cc2)Cc2nc(NCc3ccco3)ncc21 (stereo unspecified)	13	10	0	3.1	-2	0.87	0	0.9	-4
17	COc1cccc(CNC(=O)CCCc2nnc3n(C)c(=O)c4sccc4n23)c1	2	2	2	-0.1	-6	0.98	3	0.98	0
18	CSc1ncccc1C(=O)OCC(=O)N1CCc2ccccc21	-18	-9	3	-0.3	-2	1.2	0	1.1	-9
19	C=CCOC(=O)C1=C[C@H](c2ccc(C(F)(F)F)cc2)[C@@H](CCCO)[C@H](OCC)O1	-6	9	-2	0.9	-1	1.1	3	0.91	-4
20	CC(=O)NCCn1c(SCC(=O)NC2CCCCC2)nc2ccccc2c1=O	-19	3	-1	3.8	0	1.2	4	0.97	-9
21	C=CCOc1ccc(C2CC(C)=NN2c2ccccc2)cc1 (stereo unspecified)	10	-9	4	1.7	-5	0.9	-1	1.1	-3
22	CCCSc1nc2c(c(=O)n(C)c(=O)n2C)n1C	-2	6	-4	0.3	0	1	-1	0.94	-2
23	CC(C)n1cnc2c(Nc3ccc(F)c(Cl)c3)nc(NCCO)nc21	9	7	2	-0.5	-2	0.91	1	0.93	-5
24	O=C(CNC(=O)c1ccco1)Nc1ccc(Cl)cc1	9	5	-1	0.0	-1	0.91	-4	0.95	-7
25	FC(F)(F)c1ccc(Cl)c(NC(=S)N/N=C/c2ccccc2Cl)c1	-4	10	2	-1.2	1	1	-2	0.9	2
26	CCN(C(=O)c1ccc2c(SCC(=O)O)c3c(nc2c1)CCC3)c1cc(Cl)ccc1OC	-23	0	-1	-2.1	-1	1.2	0	1	-1
27	O=C(C1=C[C@H](C2CCCCC2)C[C@H](OCc2ccc(CO)cc2)O1)N1CCOCC1	-4	-9	-3	-2.6	-1	1	2	1.1	-4
28	O=C(O)C1CCCCC1C(=O)NCc1ccc(F)cc1 (stereo unspecified)	-8	8	-3	0.5	-4	1.1	-2	0.92	-9
29	COc1cc(C(=O)NC(=S)Nc2ccc(Cc3ccncc3)cc2)cc(OC)c1OC	-16	4	-6	0.4	-2	1.2	-2	0.96	-7
30	O=C(NNC1=NCCC1)c1cccc(S(=O)(=O)N2CCCCC2)c1	-38	-1	-2	0.1	1	1.4	2	1	-4
31	Cc1noc(C)c1COc1ccc(CC(=O)NCCc2ccccc2)cc1	-9	-15	-4	-1.9	-7	1.1	0	1.1	-9
32	CCOC(=O)c1sc(SC)c(C(C)=O)c1C	-3	3	6	-0.9	-5	1	0	0.97	-7
33	Cc1nc(NC(C)c2ccccc2)sc1C(=O)Nc1ccccc1 (stereo unspecified)	-12	7	1	-1.0	-2	1.1	2	0.93	-4
34	COc1cc(NC(=O)c2ccco2)c(OC)cc1NC(=O)CSc1ncc(-c2ccc(F)cc2)[nH]1	10	12	7	3.1	-3	0.9	-1	0.88	-7
35	Cc1nn(-c2ccccc2)cc1/C=N/NS(=O)(=O)c1ccccc1	-1	-10	-4	1.1	2	1	-2	1.1	-1
36	O=C(Cn1ncc2c1-c1ccccc1OC2)N1CCN(Cc2ccccc2)CC1	-2	-10	1	1.5	-12	1	3	1.1	-10
37	O=C(CN1CCN(Cc2cccc3ccccc23)CC1)NCCc1ccccc1	0	-4	1	0.5	-1	1	0	1	-6
38	CC(C)C(=O)Nc1ccc(C(=O)NNC(=O)c2ccco2)cc1	-6	4	0	-2.4	0	1.1	-2	0.96	-2
39	CCCCOC(=O)c1ccc(NC(=O)c2nn(C)cc2Br)cc1	4	1	1	1.9	-6	0.96	-3	0.99	-5
40	CCOC(=O)C(O)(CC(=O)Nc1ccc(Cl)cc1Cl)C(F)(F)F (stereo unspecified)	-4	-10	1	5.7	-2	1	-2	1.1	-1
41	Cc1ccc(C(C)C)c(OCC(=O)Nc2ccc3c(c2)nc(CCN2CCCCC2)n3C)c1	-36	-16	1	73*	-3	1.4	-4	1.2	-4
42	O=C(CCC1CCCC1)NCCS(=O)(=O)N1CCN(c2ccc(F)cc2)CC1	-8	3	2	-0.8	-2	1.1	-5	0.97	-12
43	O=C(CSc1n[nH]c(-c2cccnc2)n1)Nc1ccc([N+](=O)[O-])cc1	10	-1	10*	2.2	-4	0.9	-1	1	-11
44	O=C(CCN1CCOCC1)Nc1ccc2c(c1)N(C(=O)CN1CCOCC1)c1ccccc1CC2	11	-13	1	1.3	6	0.89	-1	1.1	-5
45	CC1(C)CC(=O)C(C=NCC2CCN(C(=S)Nc3cccc(Cl)c3)CC2)=C(O)C1	-13	0	-1	0.5	1	1.1	0	1	-11
46	CCOc1ccccc1NC(=S)N1CCN(c2ccc(O)cc2)CC1	-4	13	7	1.8	-2	1	-4	0.87	-5
47	COc1cccc(NC(=O)CN(C)CC(=O)Nc2ccccc2-c2ccccc2)c1	-24	-21	0	-1.5	-6	1.2	-2	1.2	-5
48	CCCCCCSc1ccc([C@@H]2[C@@H]3C(=O)N(CC)C(=O)[C@@H]3[C@]3(C(=O)OC)CCCCN23)cc1OC	-23	2	-7	0.4	1	1.2	-7	0.97	-4
49	COc1cccc2cc(-c3nnc(-c4ccccc4)o3)c(=O)oc12	4	2	2	0.9	-3	0.96	-4	0.98	-6
50	O=S(=O)(N/N=C/c1cccnc1)c1ccc(Cl)c(Cl)c1	-6	12	0	1.3	-2	1.1	-3	0.89	-9
51	COc1cccc(CNC(C)C(=O)Nc2ccc3c(c2)OCCO3)c1 (stereo unspecified)	-5	3	2	1.2	0	1.1	3	0.97	-4
52	COc1ccc(-c2nn(-c3ccccc3)cc2C(=O)NCC2CCCO2)cc1 (stereo unspecified)	-10	0	2	-0.4	-2	1.1	0	1	-2
53	CCn1c(SCC(=O)N2CCCC2)nc2c1c(=O)n(C)c(=O)n2C	-7	-8	0	-2.7	7	1.1	1	1.1	2

Structures above with fluorine:
entry	mol	hIAP block	mIAP inh	GRIN3A LBD mod	MPTP block	A3A deaminase	hIAP act	MIN6 prolif	mIAP act	APOBEC3G inh
10	Fc1ccccc1-c1n[nH]c(=S)n1C1CC1	4	6	.	-0.4	-4	0.96	-1	0.94	33
16	O=C1CC(c2ccc(F)cc2)Cc2nc(NCc3ccco3)ncc21 (stereo unspecified)	13	10	0	3.1	-2	0.87	0	0.9	-4
19	C=CCOC(=O)C1=C[C@H](c2ccc(C(F)(F)F)cc2)[C@@H](CCCO)[C@H](OCC)O1	-6	9	-2	0.9	-1	1.1	3	0.91	-4
23	CC(C)n1cnc2c(Nc3ccc(F)c(Cl)c3)nc(NCCO)nc21	9	7	2	-0.5	-2	0.91	1	0.93	-5
25	FC(F)(F)c1ccc(Cl)c(NC(=S)N/N=C/c2ccccc2Cl)c1	-4	10	2	-1.2	1	1	-2	0.9	2
28	O=C(O)C1CCCCC1C(=O)NCc1ccc(F)cc1 (stereo unspecified)	-8	8	-3	0.5	-4	1.1	-2	0.92	-9
34	COc1cc(NC(=O)c2ccco2)c(OC)cc1NC(=O)CSc1ncc(-c2ccc(F)cc2)[nH]1	10	12	7	3.1	-3	0.9	-1	0.88	-7
40	CCOC(=O)C(O)(CC(=O)Nc1ccc(Cl)cc1Cl)C(F)(F)F (stereo unspecified)	-4	-10	1	5.7	-2	1	-2	1.1	-1
42	O=C(CCC1CCCC1)NCCS(=O)(=O)N1CCN(c2ccc(F)cc2)CC1	-8	3	2	-0.8	-2	1.1	-5	0.97	-12
